GLP1R cytotox: cytotoxic in the GLP-1 receptor inverse agonist counter-screen; 410,000 tested, 0.13% active; AID 624418; Potency, µM (titrated, usually from 38.3 µM), for the others: at the highest dose activity change, negative = inhibition, usual class: inhibitors; HEK293 cAMP-luciferase reporter cells, luminescence, 24 h;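 note: loss of luciferase light is scored as toxicity; potency is the fitted concentration of half-maximal effect; % is set by controls: 0 for no effect and ±100 for the full control effect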
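Compound-treated cells are incubated 24 hr at 37 deg C under 5% CO2 after a 12 hour attachment period, then luciferase detection reagent is added and luminescence is measured following 12 min at room temperature; lowered signal indicates toxicity.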
KB-V1 MDR tox: KB-V1 MDR subline cytotoxicity; KB-V1 MDR cells viability, CellTiter-Glo, 72 h; Potency, µM (titrated, usually from 46.1 µM), inactives show top-dose activity change, negative = cytotoxicity, actives largely listed as cytotoxic; 400,000 tested, 3.4% active; AID 1347076; note: potency is the fitted concentration of half-maximal effect; % is set by controls: 0 for no effect and ±100 for the full control effect; nearly all actives have a fitted effect of over 60% in size
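Cytotoxicity toward P-gp-expressing KB-V1 cells was determined as loss of CellTiter-Glo luminescence after 72 h at 37 degrees C. Compounds were tested in quantitative HTS format across a concentration range, with curves fitted to normalized data.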
HT1080NT lethal: kills 2HG-producing HT-1080-NT fibrosarcoma cells; 360,000 tested, 1.6% active; HT-1080-NT fibrosarcoma viability, CellTiter-Glo ATP luminescence, 48 h; Potency, µM (top dose mostly 46.1 µM), for the others: at the top dose activity, negative = less viability, hits mostly cytotoxic;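 note: NT is the 2HG producing partner of a matched IDH1 knockdown line; potency is the fitted concentration of half-maximal effect; 0% = DMSO-treated cells and -100% = media-only wells without cells; nearly all actives have a fitted effect of over 55% in size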
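A 48-hour cytotoxicity screen used HT-1080-NT cells plated 2 hours before compound delivery. ATP-based CellTiter-Glo luminescence measured viability, normalized to DMSO and no-cell controls.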
D3 ag: activates the human D3 dopamine receptor; D3R DiscoveRx beta-arrestin cells, luminescence, 90 min; 410,000 tested, 0.58% active; max activation, %; AID 652048; in the data active = max activation above about 30%; note: 0% is about no effect; mostly tested at two doses, the higher about 12 µM
Target sequence (P35462 whole entry, looked up): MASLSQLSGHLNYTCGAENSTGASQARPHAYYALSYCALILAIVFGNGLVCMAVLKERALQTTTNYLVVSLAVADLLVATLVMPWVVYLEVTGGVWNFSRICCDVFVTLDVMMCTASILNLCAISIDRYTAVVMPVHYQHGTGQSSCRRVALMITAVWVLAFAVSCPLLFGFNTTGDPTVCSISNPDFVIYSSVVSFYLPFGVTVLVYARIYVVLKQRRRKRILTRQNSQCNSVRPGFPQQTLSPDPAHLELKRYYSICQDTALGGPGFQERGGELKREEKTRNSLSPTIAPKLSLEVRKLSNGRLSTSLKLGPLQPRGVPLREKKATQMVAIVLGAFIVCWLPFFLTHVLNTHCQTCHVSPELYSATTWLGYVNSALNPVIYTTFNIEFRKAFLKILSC
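Agonist-mode cell screen: cells plated at 1500/well and incubated overnight at 37 °C, then exposed to library compounds for 90 min at 37 °C. Detection reagent was added for 30–60 min at room temperature, and luminescence was read.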
KB-3-1 tox: KB-3-1 parental cell cytotoxicity | AID 1347075 | Potency, µM (top dose mostly 46.1 µM), inactives show top-dose activity change, negative = cytotoxic, most hits filed as cytotoxic | 400,000 tested, 1.4% active | KB-3-1 viability, CellTiter-Glo ATP luminescence, 72 h; note: potency is the fitted concentration of half-maximal effect; % is set by controls: 0 for no effect and ±100 for the full control effect; nearly all actives have a fitted effect of over 60% in size
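72 h, 37 °C compound treatment of KB-3-1 parental cells; CellTiter-Glo added, 10 min, luminescence read. Data corrected against DMSO-only plates and normalized before curve fitting.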
MCF10A rerep: DNA re-replication induction in MCF 10a cells; MCF 10A DNA re-replication, Hoechst nuclear intensity, 48 h; Potency, µM (titrated, usually from 46.1 µM), for inactives: at the highest dose activity, positive = re-replication, usual class: activators; 350,000 tested, 2.9% active; note: potency is the fitted concentration of half-maximal effect; % of control where 0% means no effect; nearly all actives have a fitted effect of over 50% in size
HT1080 IDH1KD tx: kills HT-1080 cells with IDH1 knockdown; HT-1080 IDH1 knockdown viability, ATP luminescence, 48 h; Potency, µM (series often up to 46.1 µM), inactives show top-dose activity, negative = toxicity, actives largely listed as cytotoxic; 360,000 tested, 2% active; AID 686971;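 note: potency is the fitted concentration of half-maximal effect; 0% = DMSO wells and -100% = cell-free medium wells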
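Using the IDH1-knockdown HT-1080 line run in the same batch and compound series as the NT line, viability after 48 h at 37 °C was determined by CellTiter-Glo luminescence and expressed as % activity.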
SW480 rereplic: DNA re-replication induction in SW480 cells | Potency, µM (titrated, usually from 46.1 µM), for inactives: at the highest dose re-replication activation, actives largely listed as activators | AID 624297 | 340,000 tested, 1.8% active | SW480 DNA re-replication, Hoechst DNA content imaging, 48 h; note: potency is the fitted concentration of half-maximal effect; % of control where 0% means no effect; nearly all actives have a fitted effect of over 55% in size
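Compounds, transferred as 23 nL by pin tool, were incubated with cells for 48 hr; DNA content per nucleus was then quantified by Hoechst staining and fluorescence plate imaging.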
IL1B secr inh: inflammasome signaling inhibition, IL-1 beta readout; THP-1 LPS/ATP IL-1B secretion, AlphaLISA, 16 h; stronger effect = lower value; activity change, % at 57.5 µM; 360,000 tested, 4.7% active; AID 743279; in the data active = activity change below about -50%; inconclusive = mostly about -30% to -49%; note: % is set by controls: 0 for no effect and ±100 for the full control effect
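THP-1 cells pretreated 1 hr with compounds (up to 57.5 uM final), then stimulated with LPS (250 ng/mL final) plus ATP (1.25 mM final); secreted IL-1B measured by AlphaLISA after 16 hr, decreased signal indicating inhibition.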
An asterisk follows results filed as active; u = inconclusive; x = no result given; & = joins results of further samples; [ ] = another dose, or the depositor's remark. Unless noted, calls come from the whole dose curve; as a rule, active = well fitted curve in the direction sought with a large enough effect; inconclusive = small, poorly fitted or top-dose-only effect, or another doubt; inactive = no such curve, though single readings can be large; an effect the other way counts as inactive or inconclusive.

No.	structure	GLP1R cytotox	KB-V1 MDR tox	HT1080NT lethal	D3 ag	KB-3-1 tox
1	COCCCNCCOCCOc1ccccc1-c1ccccc1	3.8%	23.1µM*	-8.1%	-24.8	-2.7%
2	Cc1ccc(-n2nc(C(=O)O)cc2-c2ccccc2Cl)cc1	-0.1%	16.1%	-0.8%	-2.6	6.2%
3	O=C(CCCn1c(=S)[nH]c2ccccc2c1=O)N1CCN(c2cccc(Cl)c2)CC1	-14.0%	-22.3%	-1.0%	-2.0	-2.7%
4	Cc1ccc(S(=O)Cc2nc(-c3ccc(C(=O)NC(C)c4ccccc4)cc3)oc2C)cc1 (configuration not stated)	18.6%	3.9%	x	-19.6	-16.4%
5	CCOC(=O)N1CCN(C(=O)c2ccc3c(c2)sc2nc(-c4ccccc4)cn23)CC1	4.8%	-6.0%	-11.4%	6.3	0.0%
6	COc1cccc(-n2c(=S)[nH]c3c(oc4ccccc43)c2=O)c1	-9.0%	15.5%	3.0%	-0.7	0.0%
7	COC(=O)COc1ccc(Oc2cc(C)nc(SC)n2)nn1	5.3%	u	5.6%	26.4	5.3%
8	CC(=O)Nc1ccc(NC(=O)CNS(=O)(=O)c2ccc(C)cc2)cc1	2.8%	-7.2%	-2.1%	-7.4	5.6%
9	COC(=O)c1ccc(OCCN2CCCCCC2)cc1	-1.3%	0.0%	18.2%	-12.7	u
10	COc1cc(CNCCSc2nnnn2C)ccc1OCc1ccc(C)cc1	-15.3%	5.9%	x	-10.8	-12.7%
11	CCOC(=O)C(Cc1ccc(O)cc1)NC(=O)CNC(=O)C1CCCN1C(=O)OC(C)(C)C (configuration not stated)	2.5%	-13.5%	-3.4%	-13.4	u
12	Nc1nc2ncccc2cc1C(=O)NCCc1cccs1	4.6%	-6.6%	-13.5%	0.5	u
13	COc1ccc(OC)c(CNC(=O)C2CCCCN2S(=O)(=O)c2ccc(F)cc2)c1 (configuration not stated)	-8.5%	u	x	-13.2	15.6%
14	COC(=O)c1ccc(Cn2cc(/C=C\[N+](=O)[O-])c3ccccc32)o1	u	-4.9%	u	-3.3	u
15	O=C1c2cccc3cc([N+](=O)[O-])cc(c23)C(=O)N1CC1CCCO1 (configuration not stated)	21.2%	-23.5%	-10.0%	2.3	u

No.	MCF10A rerep	HT1080 IDH1KD tx	SW480 rereplic	IL1B secr inh
1	1.2%	-15.3%	-1.8%	-22.0
2	8.0%	-10.4%	2.5%	29.8
3	13.9%	-4.9%	4.7%	20.9
4	x	x	x	x
5	u	-9.8%	0.5%	-12.1
6	-1.5%	-9.7%	-12.5%	26.6
7	-5.7%	-2.4%	-13.8%	18.2
8	-10.4%	0.0%	-3.2%	9.5
9	0.0%	20.3%	-0.5%	27.5
10	x	x	x	x
11	21.8%	-2.8%	-1.6%	-2.5
12	x	14.6µM*	x	3.3
13	x	x	x	x
14	u	u	u	-102.4*
15	10.1%	-22.6%	u	-72.5*

The list goes on:
No.	structure	GLP1R cytotox	KB-V1 MDR tox	HT1080NT lethal	D3 ag	KB-3-1 tox
16	CN1CCN(S(=O)(=O)c2ccc(NC(=S)NC(=O)C3CCCCC3)cc2)CC1	-1.2%	-6.0%	-5.2%	-10.0	-7.5%
17	COc1cccc(CN(C)C(=O)C2CCN(S(=O)(=O)c3cccs3)CC2)c1OC	2.9%	7.8%	-2.6%	-0.7	18.9%
18	COc1cc(C2(O)CCCCC2C)cc(OC)c1OC (configuration not stated)	-4.6%	-25.7%	5.9%	-2.3	-2.5%
19	COc1ccc(CNS(=O)(=O)c2c(C(=O)N3CCCCCC3)c(C)n(C)c2C)cc1	-10.4%	2.1%	8.8%	1.3	-2.6%
20	COC(=O)c1ccc(NC(=O)CSc2nncc3ccc(OC)c(OC)c23)cc1	22.6%	-10.3%	2.9%	-13.7	-6.3%
21	O=C(NCCO)C(=O)Nc1cc2c3c(c1)CCC(=O)N3CCC2	1.6%	-8.9%	13.0%	-4.3	1.2%
22	CC(C)C(=O)NCCSc1c[nH]c2ccccc12	2.7%	-5.0%	-4.1%	-1.2	5.4%
23	O=[N+]([O-])c1ccccc1/C=N/Nc1nnc(-c2ccccc2)c(-c2ccccc2)n1	-9.0%	26.5%	7.2%	0.5	-1.2%
24	CCNc1nc(N)nc(-c2cc(Cl)ccc2OC)n1	8.4%	7.5%	1.0%	0.2	4.8%
25	CCN1CCN(CC(=O)Nc2ccc3c(c2)OCO3)C(=O)C1=O	1.7%	-1.9%	-0.7%	2.8	12.3%
26	CCCN1C(=O)C2(SC(NC(C)=O)=NN2C(C)=O)c2cc(C)ccc21 (configuration not stated)	-12.8%	-12.8%	-5.2%	0.3	-0.4%
27	CCOC(=O)c1oc2ccc(S(=O)(=O)n3nc(-c4cc(OC)c(OC)c(OC)c4)cc3N)cc2c1C	3.9%&4.5%	1.4%&12.3%	6.1%	-0.9&-11.8	-0.4%&1.6%
28	CCCOc1ccc(NC(=O)C2CC(=O)N/C(=N/N=C(\C)CCc3ccc4c(c3)OCO4)S2)cc1 (configuration not stated)	-14.2%	7.5%	5.1%	2.9	4.3%
29	O=C(Cc1cccc([N+](=O)[O-])c1)Nc1cccc(C(=O)N2CCCC2)c1	-22.1%	6.0%	-3.3%	10.1	0.6%
30	CN=C(C)/C(C(=O)OC)=C(/O)c1c(F)cccc1F	2.5%	2.6%	4.7%	1.8	1.8%

No.	MCF10A rerep	HT1080 IDH1KD tx	SW480 rereplic	IL1B secr inh
16	u	-19.1%	0.9%	22.5
17	2.0%	0.4%	-42.6%[inhibitor]	-10.8
18	-88.6%[inhibitor]	10.6%	2.7%	0.0
19	-1.1%	17.2%	-0.7%	-15.8
20	8.9%	-10.4%	-3.5%	-0.8
21	-0.8%	0.0%	-4.2%	-3.4
22	-2.9%	1.3%	-16.9%	-6.6
23	4.3%	19.3%	-5.7%	10.3
24	0.8%	11.1%	-2.6%	-26.9
25	-1.9%	0.5%	-0.7%	-13.0
26	-2.4%	-4.6%	1.0%	0.7
27	20.1%	-19.0%	3.4%	0.0
28	u	0.3%	-10.6%	7.7
29	16.6%	4.6%	3.7%	14.3
30	-3.1%	9.6%	6.2%	0.0

2 entries picked at random from those above:
No.	structure	GLP1R cytotox	KB-V1 MDR tox	HT1080NT lethal	D3 ag	KB-3-1 tox
25	CCN1CCN(CC(=O)Nc2ccc3c(c2)OCO3)C(=O)C1=O	1.7%	-1.9%	-0.7%	2.8	12.3%
16	CN1CCN(S(=O)(=O)c2ccc(NC(=S)NC(=O)C3CCCCC3)cc2)CC1	-1.2%	-6.0%	-5.2%	-10.0	-7.5%

No.	MCF10A rerep	HT1080 IDH1KD tx	SW480 rereplic	IL1B secr inh
25	-1.9%	0.5%	-0.7%	-13.0
16	u	-19.1%	0.9%	22.5

(further entries)
No.	structure	GLP1R cytotox	KB-V1 MDR tox	HT1080NT lethal	D3 ag	KB-3-1 tox
31	O=C(NCC1CCCO1)C(c1cccs1)N(C(=O)c1ccc(-c2ccccc2)[nH]1)C1CCCC1 (configuration not stated)	-2.1%	u	-27.3%	2.4	9.3%
32	O=C(O)Cn1c(-c2ccccc2)cc2ccccc21	-17.5%	0.0%	1.0%	-4.9	-2.2%
33	Cc1nccn1-c1ccc(C(F)(F)F)cc1NC=O	-18.0%	16.3%	9.2%	-0.6	0.7%
34	COc1ccc(/C(C#N)=C/c2c(-c3ccc(Cl)cc3)nc3c(C)cccn23)cc1	-1.5%	-3.2%	18.2%	-7.7	u
35	Cc1ccc(-n2nc3c(c2NC(=O)c2ccc4c(c2)OCO4)CS(=O)C3)cc1 (configuration not stated)	-3.6%	11.0%	9.6%	1.5	10.4%
36	Cc1cc(NC(=O)CCC(=O)N(Cc2ccco2)C2(C(=O)NC3CCCC3)CCCCC2C)no1 (configuration not stated)	7.6%	-3.8%	-0.3%	-1.4	4.8%
37	CCN(CC)C(=O)/C(=C/c1cccc([N+](=O)[O-])c1)NC(=O)c1ccco1	-1.7%	-7.3%	-6.0%	-6.0	3.9%
38	O=C(N/C(=C\c1ccc(Br)cc1)C(=O)N1CCOCC1)c1ccco1	2.8%	-12.8%	3.7%	15.3	8.3%
39	Cc1cccnc1NC(=O)c1ccc(S(=O)(=O)N2CCCC2)cc1	-0.2%	16.6%	-5.6%	2.3	-17.2%
40	COc1ccccc1NC(=O)N1CCN(CCc2ccccc2)CC1	-7.6%	0.1%	15.1%	-11.2	0.2%
41	COc1ccccc1NC(=O)Cn1cc(C#N)c2ccccc21	-2.9%	-23.1%	4.4%	7.7	u
42	CCCCCCc1c(O)nc(SCCN2CCOCC2)[nH]c1=O	-8.5%	-17.6%	-5.8%	9.7	14.6%
43	O=C1CSC(c2ccc([N+](=O)[O-])cc2)N1c1ccccc1 (configuration not stated)	3.7%	2.0%	-1.7%	5.3	-2.3%
44	CCCCN1CCC(=O)NC1=O	-0.5%	5.0%	u	0.7	-5.4%

No.	MCF10A rerep	HT1080 IDH1KD tx	SW480 rereplic	IL1B secr inh
31	11.6%	u	12.8%	-25.7
32	-13.8%	1.1%	-55.6%[inhibitor]	50.7
33	1.6%	6.3%	-6.5%	22.7
34	-0.5%	13.9%	-13.2%	30.2
35	2.9%	12.1%	-0.2%	-15.8
36	-2.0%	-14.0%	1.7%	-6.9
37	-21.1%	-3.3%	-20.3%	24.5
38	-2.0%	4.8%	-13.4%	23.7
39	x	3.9%	x	u
40	2.6%	5.8%	-16.0%	-5.6
41	1.1%	-2.1%	13.3%	28.4
42	0.6%	-3.2%	u	-3.6
43	-0.6%	1.1%	-5.0%	-6.4
44	u	12.3%	-4.1%	3.6

Compound activity: PubChem, National Center for Advancing Translational Sciences (NCATS)

Compounds were not picked by outcome; about 11% have a hit in one of these screens.
